# TMEM16A act – TMEM16A chloride channel activators or potentiators, primary screen, cell-based, HTS; Anoctamin-1 (Mus musculus), Q8BHY3; HEK293 TMEM16A/YFP-H148Q/I152L, iodide quench fluorescence; hits give low values; B-score at 10 µM; 0.3% of 340,000 active; AID 623877, 2012;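 active = fluorescence-ratio B-score plate-corrected deviation score at least 3 library SD below zero, with starting fluorescence score within 5 deviations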;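 note: channel opened by trigger with iodide after compound preincubation; score built on the fluorescence ratio of max minus min over baseline; more negative score means more quench and so TMEM16A activation or potentiation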
# RGS4 block – RGS4 inhibitors, primary screen, cell-based, HEK293 M3R inducible RGS4, calcium flux; AID 463165, 2010; B-score at 10 µM; 0.45% of 310,000 active; Fluo-4 calcium flux; hits give high values; triggered by carbachol at its EC20; Regulator of G-protein signaling 4 (Homo sapiens), P49798;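 active = B-score, a plate-corrected calcium signal, over three deviations above library mean, with baseline fluorescence within five deviations of library mean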;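 note: RGS4 expression induced by doxycycline in cells with stable M3 receptor; B-score is computed from the integrated fluorescence ratio over baseline after carbachol; higher B-score means a larger calcium signal and so more RGS4 inhibition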
# Target sequence (P49798 whole entry, looked up): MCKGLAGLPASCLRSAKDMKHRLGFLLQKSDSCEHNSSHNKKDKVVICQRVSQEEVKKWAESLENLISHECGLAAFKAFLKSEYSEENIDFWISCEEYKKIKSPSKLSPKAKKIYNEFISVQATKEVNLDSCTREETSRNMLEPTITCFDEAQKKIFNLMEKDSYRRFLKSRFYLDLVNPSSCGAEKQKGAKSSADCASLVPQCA
# TRPC6 activator – mouse TRPC6 channel activators, primary screen, cell-based, HEK293, membrane potential dye; B-score at 10 µM; AID 2550, 2010; 0.13% of 310,000 active; HEK293-TRPC6 membrane potential dye fluorescence; hits give high values;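 active = B-score of the integrated fluorescence ratio above library mean plus 3 SD, and starting fluorescence ratio within library mean plus 5 SD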;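 note: higher score means more depolarization so channel activation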
# MrgX1 antagonist – antagonists of human MrgX1 receptor, primary screen, HEK293 cells, Fluo-4 calcium flux; BAM8-22 antagonism; hits give low values; B-score at 10 µM; 1.3% of 310,000 active;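 active = calcium-response B-score plate-corrected more than 3 library SD below zero, starting fluorescence within 5 deviations, no agonist response on first addition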;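 note: peak minus trough fluorescence over baseline after final BAM8-22 challenge near maximal dose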
# Target sequence (Q96LB2 whole entry, looked up): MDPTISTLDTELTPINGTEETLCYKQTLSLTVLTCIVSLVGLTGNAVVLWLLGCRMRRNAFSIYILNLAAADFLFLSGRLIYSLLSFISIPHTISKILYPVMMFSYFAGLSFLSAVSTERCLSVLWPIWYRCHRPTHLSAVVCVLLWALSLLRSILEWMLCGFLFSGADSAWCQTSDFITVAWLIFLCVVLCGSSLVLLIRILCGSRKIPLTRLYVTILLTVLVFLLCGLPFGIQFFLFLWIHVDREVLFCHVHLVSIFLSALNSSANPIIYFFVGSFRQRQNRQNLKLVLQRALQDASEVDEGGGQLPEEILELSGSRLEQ
# RGS4 act – RGS4 potentiators or activators, primary screen, cell-based, HEK293 M3R inducible RGS4, calcium flux. carbachol calcium flux Fluo4; hits give low values. B-score at 10 µM. 0.92% of 310,000 active. AID 463111, 2010;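 active = B-score of the integrated calcium signal more than 4 SD below the library mean, with starting fluorescence not abnormally high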;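 note: negative B-score means reduced calcium response which marks RGS4 activation or potentiation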
#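 test system = HEK293 cells with stable M3R and inducible RGS4 | schedule = recording 10 s baseline at 1 Hz, 100 s post-agonist | technique = Fluo4-AM (2 µM) calcium-flux fluorescence, kinetic read | measure = Agonist-evoked peak-minus-minimum fluorescence over baseline, integrated ratio, B score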
# HDAC3 inhib – HDAC3 deacetylase inhibitors, primary screen, biochemical, fluorescence, cell-free homogeneous; Histone deacetylase 3 (Homo sapiens), O15379; recombinant HDAC3, fluorogenic peptide/trypsin coupled; inhibition, % at 8.3 µM; 0.15% of 320,000 active; in the data active = inhibition above about 26%, passing the limit was not always enough; inconclusive = no clear call, values can overlap the other calls
# Target sequence (O15379 whole entry, looked up): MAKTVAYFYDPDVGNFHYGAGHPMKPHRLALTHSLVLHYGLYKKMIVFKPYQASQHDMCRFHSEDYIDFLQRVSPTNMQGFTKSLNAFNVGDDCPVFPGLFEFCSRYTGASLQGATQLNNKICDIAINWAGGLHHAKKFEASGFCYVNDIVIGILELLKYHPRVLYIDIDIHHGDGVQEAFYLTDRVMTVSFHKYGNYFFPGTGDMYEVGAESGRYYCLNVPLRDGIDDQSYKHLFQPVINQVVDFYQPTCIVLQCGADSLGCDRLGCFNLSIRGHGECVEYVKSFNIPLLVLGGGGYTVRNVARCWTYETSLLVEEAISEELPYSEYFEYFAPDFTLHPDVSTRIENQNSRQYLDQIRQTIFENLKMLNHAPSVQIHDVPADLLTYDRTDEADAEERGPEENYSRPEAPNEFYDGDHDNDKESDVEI
# SKKanGAS inh – S. pyogenes SKKanGAS growth inhibitors in kanamycin, primary screen, streptokinase expression inhibitor project, SKKanGAS strain, BacTiter-Glo luminescence | 6 h | inhibition, % at 7.5 µM | 1.3% of 300,000 active;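 active = mean replicate score, as percent of positive control median, at least 50; inconclusive = mean below 50 but one replicate at or above 50; inactive = mean and every replicate below 50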;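 note: strain carries kanamycin resistance gene driven by streptokinase promoter and grows in 40 µg/ml kanamycin; loss of luminescence reflects streptokinase promoter inhibition or plain growth inhibition; 0% = median of DMSO wells and 100% = positive control at its reference dose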
# TRPC6 inh – mouse TRPC6 channel inhibitors, primary screen, cell-based, HEK293, membrane potential dye. ACh-evoked depolarization; hits give low values. B-score at 10 µM. AID 2553, 2010. 1.1% of 310,000 active. Short transient receptor potential channel 6 (Mus musculus), Q61143;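 active = B-score under library mean minus 3 SD, initial fluorescence not abnormally high, positive integrated signal ratio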;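 note: B-score derived from integrated fluorescence ratio over the kinetic read; more negative B-score means stronger inhibition of depolarization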
# MrgX1 PAM – positive allosteric modulators of MrgX1, primary screen, HEK293 cells, Fluo-4 calcium flux; FDSS; hits give high values; B-score at 10 µM; 0.63% of 310,000 active; AID 588675, 2011;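 active = plate-corrected calcium response at least 3 library SD above typical, normal starting fluorescence, not activating the receptor alone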;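 note: compound read alongside a low EC10 to EC30 dose of BAM8-22 agonist; peak minus trough fluorescence over baseline measured at the second addition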
# TMEM16A inh – TMEM16A chloride channel inhibitors, primary screen, cell-based, HTS; Anoctamin-1 (Mus musculus), Q8BHY3; HEK293 TMEM16A/YFP iodide influx fluorescence, ionomycin; normalized B-score (activity score, 25-100; higher = stronger inhibition) at 10 µM; 1.2% of 310,000 active; AID 588511, 2011;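 active = ratio plate-corrected score three or more library SD toward inhibition, starting fluorescence score within five deviations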;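 note: score derived from kinetic fluorescence span divided by baseline fluorescence per well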
# MrgX1 ag – agonists of human MrgX1 receptor, primary screen, HEK293 cells, Fluo-4 calcium flux | Mas-related G-protein coupled receptor member X1 (Homo sapiens), Q96LB2 | Fluo-4 calcium fluorescence, agonist mode; hits give high values | B-score at 10 µM | 0.44% of 310,000 active;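 active = calcium response B-score plate-corrected fluorescence ratio at least 3 library SD, with starting fluorescence B-score inside 5 SD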
#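 Material: HEK293 cells stably expressing human MrgX1 receptor | Quantity: 15,000 cells per well | Times: Cells plated overnight, dye loaded 0.5 h 37 °C, 0.5 h room temperature | Measured by: Kinetic Fluo-4 NW fluorescence of intracellular calcium | Control set: Positive and negative controls per plate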
# Numbers without * were called inactive; i = inactive; ? = inconclusive; · = no result given. An unsorted share of the library, and some 6.7% of all compounds hit somewhere here.
SMILES,TMEM16A act,RGS4 block,TRPC6 activator,MrgX1 antagonist,RGS4 act,HDAC3 inhib,SKKanGAS inh,TRPC6 inh,MrgX1 PAM,TMEM16A inh,MrgX1 ag
O=C(NCc1ccco1)c1noc2c1CCCC2,i,i,i,i,i,-1.5,0.0,i,i,i,i
O=C1c2ccccc2C(=O)N1CCCn1nnc(-c2ccc(N3CCOCC3)cc2)n1,i,i,i,i,i,2.5,0.1,i,i,i,i
Cc1nn(C(C)C)c(C)c1CN1CCCC(C(=O)c2cccc(OC(C)C)c2)C1 (stereo not drawn),i,i,i,i,-8.39*,-10.2,-9.5,-8.25*,i,i,i
CCOc1ccccc1C(=O)NCC(=O)Nc1ncccc1C,i,i,i,i,i,-1.1,1.2,i,i,i,i
O=C(CSc1nc(=O)n(Cc2ccccn2)c2c1CCC2)Nc1ccc(F)cc1F,i,i,i,i,i,1.4,2.5,i,i,i,i
O=C(Nc1cc(C(F)(F)F)ccc1Cl)C(NCc1ccccc1)c1ccccc1 (stereo not drawn),i,i,i,i,i,11.7,4.2,i,i,i,i
COC(=O)c1ccc(CN2CCCC(CNC(=O)Cc3ccc(OC)cc3)C2)cc1 (stereo not drawn),i,i,i,i,i,-2.5,3.0,i,i,i,i
COc1ccc(NC(=O)COC(=O)CCOc2ccccc2C)cc1Cl,i,i,i,i,i,10.5,-0.8,i,i,i,i
Cc1cc(/C=N/N2CCN(C)CC2)c(C)n1-c1ccc(Cl)cc1,i,i,i,i,i,-2.3,5.2,i,i,i,i
S=c1nc(C23CC4CC(CC(C4)C2)C3)[nH][nH]1,i,i,i,i,i,-6.2,0.8,i,i,i,i
N=C(N)Cc1ccccc1Sc1ccccc1,i,i,i,i,i,9.0,3.9,i,i,i,i
C=CSc1sc(Cl)c(N2CCOCC2)c1[N+](=O)[O-],i,i,i,i,i,5.1,-2.7,i,i,i,i
Cc1ccc(-n2c(SCC(=O)N3CCCCC3)nc(O)c(Cc3ccccc3)c2=O)cc1,i,i,i,i,i,1.5,-10.6,i,i,i,i
N#Cc1cccc(NC(=O)Cn2c3[n+](c4ccc(C(F)(F)F)cc42)CCCCC3)c1,i,i,i,i,i,-6.7,2.3,i,i,i,i
CCN(CCCNC(=O)CN(C)S(=O)(=O)c1cccc2nsnc12)c1cccc(C)c1,i,i,i,i,i,0.4,-10.8,i,i,i,i
O=C(NCCOCCOCCNC(=O)c1cccnc1)c1cccnc1,i,i,i,i,i,-4.1,-2.7,i,i,i,i
CCCC(C)NC(=O)CSc1nnc2ccccn12 (stereo not drawn),i,i,i,i,i,-9.5,-3.7,i,i,i,i
COc1ccc(S(=O)(=O)N2CCOCC2)cc1NC(=O)CSc1n[nH]c(=O)n1C1CC1,i,i,i,i,i,-1.0,-2.1,i,i,i,i
Cc1cc(C)cc(N2CC(C(=O)Nc3cc(C)on3)CC2=O)c1 (stereo not drawn),i,i,i,i,i,4.4,-6.1,i,i,i,i
C=CCOc1cccc(C2/C(=C(\O)c3ccc4c(c3)OCCO4)C(=O)C(=O)N2CCN2CCOCC2)c1 (stereo not drawn),i,i,i,i,i,1.9,2.0,i,i,i,i
Cn1c(=S)[nH]c2scc(-c3cccs3)c2c1=O,i,i,i,·,i,·,3.0,i,·,·,·
CN(Cc1cccs1)CC(O)COCc1ccco1 (stereo not drawn),i,i,i,i,i,3.4,-0.6,i,i,i,i
Cc1cc(=O)oc2cc(OCC(=O)NCCCN3CCOCC3)ccc12,i,i,i,i,i,0.6,-2.8,i,i,i,i
C=C(C)Cn1c(SCC(=O)N/N=C/c2ccccc2)nc2ccccc2c1=O,i,i,i,i,i,-6.4,3.8,i,i,i,i
CCOC(=O)C1=C(CS(=O)(=O)c2ccccc2)NC(=O)NC1c1ccc(OC)c(OC)c1 (stereo not drawn),i,i,i,i,i,·,5.9,i,i,i,i
COc1ccc(CC(=O)NCc2nnc(SCCOc3ccccc3)n2C)cc1,i,i,i,i,i,0.2,-8.9,i,i,i,i
Cc1ccc(N(C(=O)c2snc(C(N)=O)c2N)C(C(=O)NC2CCCC2)c2ccco2)cc1 (stereo not drawn),i,i,i,·,i,·,4.1,i,·,·,·
CCOC(=O)c1c(NC(=O)CC)sc(C(=O)NC2CCCC2)c1C,i,i,i,i,i,-1.5,-0.9,i,i,i,i
O=C(CNC(=O)c1ccncc1)N/N=C/c1cc(Br)ccc1OCc1ccccc1,i,i,i,i,i,?,7.0,i,i,i,i
CCOC(=O)c1cnc2c(ccc3ccccc32)c1NCCN(C)C,i,i,i,i,i,-9.0,2.8,-6.79*,i,i,i
CCOC(=O)C(=CNc1cc(C)ccc1C)C(=O)OCC,i,i,i,i,i,8.9,-3.9,i,i,i,i
Cc1cc(C)cc(NS(=O)(=O)c2c(C(=O)N3CCCCCC3)c(C)n(C)c2C)c1,i,i,i,i,i,6.1,-2.5,i,i,i,i
CCn1cc(/C=N/NS(=O)(=O)c2ccc(C)cc2)c(C)n1,i,i,i,i,i,-2.6,7.7,i,i,i,i
Cc1ccc(S(=O)(=O)NC(C)C(=O)N2CCOCCOCCOCC2)cc1 (stereo not drawn),i,i,i,i,i,9.1,3.3,i,i,i,i
Cc1nn(Cc2cccc(C(=O)NC3CCCCC3)c2)c(C)c1Cl,i,i,i,i,i,7.1,5.6,i,i,i,i
Cc1ccc([N+](=O)[O-])c(-c2n[nH]c(=S)n2-c2cccc(Cl)c2)c1,i,i,i,i,i,2.0,4.9,i,i,i,i
O=C(COc1ccc2ccc(=O)oc2c1)N1CCc2ccccc21,i,i,i,i,i,-10.6,-11.4,i,i,i,i
Cc1ccc(NN=C2c3ccccc3-c3ccccc32)cc1,i,i,i,i,i,-4.8,-9.9,i,i,i,i
OCCOc1ccc(C2=NCCO2)cc1,i,i,i,i,i,-1.8,-4.4,i,i,i,i
Cc1c(C(=O)OCc2ccccc2)[nH]c2c1C(=O)CC(c1ccco1)C2 (stereo not drawn),i,i,i,i,i,-1.5,3.4,i,i,i,i
COc1ccc(-c2cc(CNS(=O)(=O)c3cc(OC)ccc3OC)on2)cc1,i,i,i,i,i,-4.0,-4.3,i,i,i,i
CCCOc1ccc(OCCCCNC(C)CC)cc1 (stereo not drawn),i,i,i,i,i,2.1,1.1,i,i,i,i
O=C(CCN1C(=O)c2ccccc2C1=O)N1CCN(c2ccccn2)CC1,i,i,i,i,i,-1.0,1.2,i,i,i,i
S=c1[nH]nc(C2CCCCC2)n1/N=C/C=C/c1ccccc1,i,i,i,i,i,18.4,4.4,i,i,i,i
Cc1ccc(O)c(NC(=O)CSc2n[nH]c(C)c2[N+](=O)[O-])c1,i,i,i,i,i,2.0,2.1,i,i,i,i
COc1ccc(S(=O)(=O)Nc2ccc(N3CCOCC3)cc2)cc1[N+](=O)[O-],i,i,i,i,i,-1.7,-2.6,i,i,i,i
CC(C)c1ccc(OCC(=O)NC2CCCC2)cc1,i,i,i,i,i,2.1,-0.1,i,i,i,i
CCn1c(CC(=O)Nc2ccc(F)cc2)nnc1SCC(=O)NC1CCCC1,i,i,i,i,i,-2.9,-2.5,i,i,i,i
CCOC(=O)/C=C/C(=O)Nc1ccc(Oc2ccccc2)cc1,i,i,i,i,i,11.2,-5.0,i,i,i,i
Cn1nnnc1SCC(=O)NCc1cccc(C(=O)O)c1,i,i,i,i,i,-7.1,-2.0,i,i,i,i

# Following part:
SMILES,TMEM16A act,RGS4 block,TRPC6 activator,MrgX1 antagonist,RGS4 act,HDAC3 inhib,SKKanGAS inh,TRPC6 inh,MrgX1 PAM,TMEM16A inh,MrgX1 ag
Cc1ccc(-c2cc(C(F)(F)F)c(C#N)c(SCCC#N)n2)o1,i,i,i,i,i,4.1,-6.9,i,i,i,i
O=C(Cn1c(=O)sc2ccccc21)Nc1ccccc1C(=O)O,i,i,i,i,i,-12.1,1.0,i,i,i,i
CSc1ncc(CNc2cc([N+](=O)[O-])ccc2C)c(N)n1,i,i,i,i,i,-1.1,-3.8,i,i,i,i
CC(C)N(C(=O)C1CC(=O)OC12CCCCC2)C(C)C (stereo not drawn),i,i,i,i,i,10.8,5.4,i,i,i,i
NS(=O)(=O)c1ccc(-c2ccc(/C=C3\SC(=O)NC3=O)o2)cc1,i,i,i,i,i,-3.4,29.7,i,i,i,i
COc1cccc(CNC(=O)C2CCCN2S(=O)(=O)c2ccc3c(c2)C(C)(C)C(=O)N3C)c1 (stereo not drawn),i,i,i,i,i,-10.1,-5.6,i,i,i,i
C=CCNC(=O)c1ccc(Cn2c(=S)[nH]c3cc4c(cc3c2=O)OCO4)cc1,i,i,i,i,i,-4.5,-2.8,i,i,i,i
CCc1cc(=O)oc2cc(C)cc(OC(C)C(=O)NCCCN3CCCC3=O)c12 (stereo not drawn),i,i,i,i,i,-55.8,-1.7,i,i,i,i
CS(=O)(=O)c1cc([N+](=O)[O-])c(Sc2nc3ccccc3[nH]2)c([N+](=O)[O-])c1,i,i,i,i,i,-3.7,7.1,i,i,i,i
Cc1ccc2[nH]c(O)c(N=NC(=O)C(C)n3cnc4ccccc4c3=O)c2c1 (stereo not drawn),i,i,i,i,i,7.9,-1.4,i,i,i,i
CCOc1ccc(-n2nnnc2SCC(=O)c2ccccc2)cc1,i,i,i,i,i,-0.4,7.5,i,i,i,i
CC(C)Oc1ccc(CC(=O)NNC(=S)Nc2ccc(Br)cc2)cc1,i,i,i,i,i,1.2,1.6,i,i,i,i
C=CCN1C(=O)CN=C1Nc1ccc(F)cc1,i,i,i,i,i,1.2,-1.7,i,i,i,i
CCn1c2ccccc2c2cc(NC(=O)CSc3nnc(-c4cccc(Cl)c4)o3)ccc21,i,i,i,i,i,5.2,3.1,i,i,i,i
COC(=O)C1CN(C(=O)COc2cc(C)cc(C)c2)c2ccccc2O1 (stereo not drawn),i,i,i,i,i,-2.0,0.9,i,i,i,i
CCOc1ccc([C@@H]2CC=C(C(=O)O)CN2S(=O)(=O)c2ccc(C)cc2)cc1,i,·,·,i,·,-1.2,·,·,i,i,i

# Screens deposited in PubChem by several laboratories.
